# AmpC inh det: AmpC beta-lactamase inhibition, detergent assay; P00811; purified AmpC, nitrocefin hydrolysis with detergent; Potency, µM (titrated, usually from 28.7 µM), without a hit: at the highest dose activity change, negative = inhibition; hit rate 0.09% among 71,000; active means well fitted curve in the direction sought with a large enough effect
# Target sequence (P00811 whole entry, looked up): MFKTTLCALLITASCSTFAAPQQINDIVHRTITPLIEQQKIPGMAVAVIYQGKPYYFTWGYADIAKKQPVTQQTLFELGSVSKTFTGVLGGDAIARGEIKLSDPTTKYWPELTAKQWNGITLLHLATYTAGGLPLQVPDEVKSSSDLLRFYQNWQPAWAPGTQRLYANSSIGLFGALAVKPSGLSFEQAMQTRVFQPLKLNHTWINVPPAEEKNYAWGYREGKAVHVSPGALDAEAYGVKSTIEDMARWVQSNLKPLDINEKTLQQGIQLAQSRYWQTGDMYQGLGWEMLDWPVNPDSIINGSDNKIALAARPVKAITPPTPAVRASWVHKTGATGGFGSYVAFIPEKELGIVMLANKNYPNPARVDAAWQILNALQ
#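 E. coli AmpC (5.3 nM) in 20 mM phosphate pH 7.0 with 0.01% Triton X-100, preincubated 15 min RT with compound; nitrocefin (2 uL of 800 uM stock) hydrolysis followed by 480 nm absorbance every 20 s over 4 min.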
# Active calls of the source: *; [ ] = another dose, or the depositor's remark. On the % scale 0 is the no-effect control and ±100 the full control effect; potency means the concentration at half of the fitted maximal effect.
SMILES | AmpC inh det
CC(NC(=O)C1CCC(=O)N1Cc1ccc(F)cc1)c1ccc2c(c1)OCCO2 (centres undefined) | 2%
COc1nc(OC)nc(N2CCC(C(=O)NCc3ccco3)CC2)n1 | -5%
O=C(O)CCc1nc(-c2ccccc2Cl)no1 | -4%
O=C(Cn1nnc(-c2ccccc2)n1)OC1CCOC1=O (centres undefined) | 0%
CN(C(=O)COC(=O)COc1ccccc1F)C1CCS(=O)(=O)C1 (centres undefined) | -3%
COc1ccc(OC)c(-n2nnnc2SCC(=O)Nc2nc(C)c(C)s2)c1 | -4%
CCCCCc1c(C)nc(N2CCc3ccccc3C2)[nH]c1=O | -2%
Cc1cccc(N2CSC3=C(C#N)C(c4ccc(C)o4)CC(=O)N3C2)c1 (centres undefined) | -11%
Cc1noc(C(=O)Nc2c(C)nn(Cc3ccccc3)c2C)c1Cl | 4%
CN(C)c1ccc(-c2ccc3ncnc(-n4ccnc4)c3c2)cc1 | 11%
Cc1ccc(C(=O)CSc2nnc(-c3cccnc3)n2N)cc1 | -4%
COC(=O)c1ccccc1S(=O)(=O)N(Cc1cc2cc3c(cc2[nH]c1=O)OCO3)C1CCCCC1 | -3%
CCOC(=O)c1c(C)c(C(=O)O)n(C)c1C | -3%
COc1ccc(CNC(=O)C2CC(c3ccc(OC)cc3)=NO2)cc1 (centres undefined) | -1%
CCCCCn1c(-c2ccco2)nc2nc3ccccc3nc21 | 16%

# (further entries)
SMILES | AmpC inh det
COc1ccc2nc3c(c(-c4ccccc4)c2c1)CCC3 | -6%
CC(Cc1cccs1)NC(=O)Nc1ccccc1 (centres undefined) | -1%
COc1ccc(CCNC(=O)CCn2c(SCC#N)nc3ccccc3c2=O)cc1OC | -5%
O=C(N[C@@H](CO)[C@@H](O)c1ccc([N+](=O)[O-])cc1)C(Cl)Cl | -3%[12.8 µM]
O=S(=O)(NCc1cccnc1)c1cccc2cccnc12 | 8%
CC(=O)Nc1cccc(N(C)S(C)(=O)=O)c1 | -5%
O=C(Cn1nc(Cc2cccnc2)c2ccccc2c1=O)N1CCN(c2ccccn2)CC1 | 12%
C=Cn1c(P(=S)(N2CCOCC2)N2CCOCC2)cc2c1CCCC2 | -3%
Cc1ccc(Cn2c(CN3CCN(C(=O)c4ccco4)CC3)nc3c2c(=O)n(C)c(=O)n3C)cc1 | 12%
CCOC(=O)c1cccc(NC(=O)CSc2nnnn2CC)c1 | -3%
CN1CCN(CC(=O)N2c3ccccc3Sc3cc4ccccc4cc32)CC1 | -1%[5.75 µM]
Cc1[nH]c2c(C)cccc2c(=O)c1Br | -9%
O=S(=O)(c1ccccc1)N1CCC2(CCCN(c3ccncc3)C2)CC1 | -4%
COc1cccc(-c2ccc3ncnc(N4CCOCC4)c3c2)c1 | 10µM*
[N-]=[N+]=Nc1ccc(C(=O)CSC[C@@H](NC(=O)CC[C@@H](N)C(=O)O)C(=O)NCC(=O)O)cc1 | -5%

# The list goes on:
SMILES | AmpC inh det
CN(C)c1ccc(-c2cncnc2-n2ccnc2)cc1 | 4%
COc1ccc(CCNc2oc(-c3ccc(OC)c(OC)c3)nc2C#N)cc1 | -7%
C#CCn1cnc2c(cnn2-c2ccc(C)c(C)c2)c1=O | 6%
O=C(Nc1ccccc1)N1CCn2c(nc3ccccc32)C1 | 10%
CCOCCOC(=O)C1=C(C)N(C)C(=O)NC1c1cc(Cl)c(O)c(OCC)c1 (centres undefined) | -4%
Cn1nnnc1SCC(=O)Nc1ccc(Oc2ccccc2)cc1 | -5%
Nc1nc(-c2ccc3c(c2)OCCO3)cs1 | 2%
Cc1cccc(NC(=O)c2cc3c(n(-c4ccccc4)c2=O)CCCC3=O)n1 | -4%
Cn1c(=O)c2c(nc(CN3CCN(c4ccccc4)CC3)n2CCN2CCOCC2)n(C)c1=O | 15%
COC(=O)CSc1nnc(CNC(=O)c2cccc(C)c2)n1-c1ccccc1OC | -3%
Cc1csc(NC(=O)c2cccc(Cn3nc(C)c(Br)c3C)c2)n1 | -7%
O=C(Cl)c1c(Cl)cccc1Cl | 8%
N#CCCn1c(=O)c(CCc2ccccc2)nc2cnc(N3CCOCC3)nc21 | 0%
c1ccc(N=P(N2CCOCC2)(N2CCOCC2)N2CCOCC2)cc1 | -1%
O=C(CN1C(=O)C2CCCCN2C(=O)c2ccccc21)N1CCCc2ccccc21 (centres undefined) | 0%

# More records follow.
SMILES | AmpC inh det
O=C1c2ccccc2C(Cc2ccncc2)(Cc2ccncc2)c2ccccc21 | -5%
C=CCn1c(SCC(=O)c2cc(C)n(CC3CCCO3)c2C)nnc1-c1ccccc1 (centres undefined) | -3%
CN(C)CCOC(c1ccccc1)c1ccccc1 (tested in a mixture with another compound) | 6%
O=c1[nH]c(-c2cccs2)nc2ccccc12 | 0%
O=c1c(-c2cccs2)nc2cnc(N3CCOCC3)nc2n1Cc1cccs1 | -3%
COP(=S)(OC)Oc1ccc(SC)c(C)c1 | 9%
COc1ccccc1NC(=O)Cn1cnc2c1c(=O)n(C)c(=O)n2C | 0%
O=C(Nc1nccs1)C12CC3CC(C1)CC(C(=O)Nc1nccs1)(C3)C2 | 4%
CCN(CC)S(=O)(=O)c1cccc(-c2nnc(C(=O)c3ccc(C(F)(F)F)cc3)o2)c1 | 0%
CCCCOC(=O)c1ccc(NC(=O)C(CCS(C)(=O)=O)NC(C)=O)cc1 (centres undefined) | -4%
O=c1c2ccccc2nc2n1CCC2 | 9%
O=C(c1ccco1)N(Cc1nc2ccccc2c(=O)[nH]1)C1CCCC1 | -3%
Cc1nc2c(C(=O)NCc3ccco3)cnn2c(C)c1Cc1ccc(F)cc1Cl | -3%
Cc1ccccc1CN(c1ccc(C(N)=O)cc1)S(C)(=O)=O | -4%
Cc1nc(-c2cccc(S(=O)(=O)N3CCOCC3)c2)cs1 | 1%

# 7 entries out of the list, ordered by heavy-atom count, smallest number first:
SMILES | AmpC inh det
O=c1c2ccccc2nc2n1CCC2 | 9%
O=c1[nH]c(-c2cccs2)nc2ccccc12 | 0%
O=C(c1ccco1)N(Cc1nc2ccccc2c(=O)[nH]1)C1CCCC1 | -3%
O=C(Nc1nccs1)C12CC3CC(C1)CC(C(=O)Nc1nccs1)(C3)C2 | 4%
O=c1c(-c2cccs2)nc2cnc(N3CCOCC3)nc2n1Cc1cccs1 | -3%
Cc1nc2c(C(=O)NCc3ccco3)cnn2c(C)c1Cc1ccc(F)cc1Cl | -3%
C=CCn1c(SCC(=O)c2cc(C)n(CC3CCCO3)c2C)nnc1-c1ccccc1 (centres undefined) | -3%

# The listing continues:
SMILES | AmpC inh det
Cc1nc(SCc2ccccc2C)n[nH]1 | -6%
COC(=O)NCC(c1cccnc1)N1CCN(c2ccccc2OC)CC1 (centres undefined) | -2%
COCCNC(=O)CCCn1c(=O)c2ccccc2n(CC(=O)NCCC2=CCCCC2)c1=O | 11%
COc1ccc(Cl)cc1S(=O)(=O)n1nnc2ccccc21 | 0%
O=c1n(CCCN2CCN(c3cccc(Cl)c3)CC2)nc2ccccn12 | -2%[12.8 µM]
CC(C)n1c(SCC(=O)NCc2ccco2)nc2c1c(=O)n(C)c(=O)n2C | 11%
Cn1c(CN2CCCCC2)nc2cc(NC(=O)c3cccs3)ccc21 | -5%
Cc1noc(C)c1C(=O)OCC(=O)NCCC1=CCCCC1 | -1%
O=C(NCCCN1CCN(CCCNC(=O)c2ccc3c(c2)OCO3)CC1)c1ccc2c(c1)OCO2 | -3%
CCOC(=O)c1cnn2c(C)cc(-c3ccc(F)cc3)nc12 | 6%
Cc1nn(Cc2ccc(C(=O)Nc3nccs3)cc2)c(C)c1Cl | -2%
Cn1c(=S)n(/N=C/c2ccc3c(c2)OCO3)c2ccccc21 | 2%
CC(=O)Nc1ccc(C(=O)c2ccccc2)cc1 | 0%
COCCn1c(=O)c(-c2cccc(C#N)c2)nc2cnc(N3CCOCC3)nc21 | 0%
O=C1Nc2cc(C(=O)N3CCOCC3)ccc2SC1N1CCOCC1 (centres undefined) | 19%

# Continuation.
SMILES | AmpC inh det
O=C(CSc1nnc(COc2cccc3cccnc23)o1)N1CCc2ccccc21 | -4%
CCCc1cc(C(=O)NCc2ccccc2)no1 | 13%
Cc1cc(N2CCOCC2)nc2cc(O)ccc12 | 6%
Cc1c(Cl)cccc1NC(=O)Cn1cccc1 | 1%
C[As+](C)(c1ccc(Br)c([N+](=O)[O-])c1)c1ccc(Br)c([N+](=O)[O-])c1.O=[N+]([O-])O | 0%[5.75 µM]
O=C(CCCN1C(=O)c2cccnc2C1=O)N1CC(=O)N(CCc2ccccc2)C(=O)C1 | 6%
Cc1c(Cc2ccccc2)sc(N)c1C(N)=O | 5%
C=CC(O)(C#CCN(CC)CC)c1ccccc1 (centres undefined) | -4%
O=C(CSc1nnc(Nc2ccccc2F)s1)NCc1ccco1 | -5%
Cc1cc(C(=O)N2CC(C)CC(C)C2)n(-c2ccccc2)n1 (centres undefined) | 12%
CCc1ccc(CCC(=O)Nc2sc3c(c2C#N)CCCC3)o1 | 2%
COc1cc(C(=O)Nc2cccc(-c3nc4cc(C)ccc4o3)c2C)cc(OC)c1OC | -1%
O=C(Nc1ccc(OC(=O)N2CCCC2)cc1)N1CCOCC1 | -2%
CCOCCCNS(=O)(=O)c1ccc2c(c1)CCN2C(C)=O | -8%
CC(C)c1cccc(C(C)C)c1O | 9%

# Continuation:
SMILES | AmpC inh det
CCCS(=O)(=O)N1CCC(C(=O)N2CCN(Cc3ccccc3)CC2)CC1 | -3%
CC(=O)N1CCc2cc(S(=O)(=O)N3CCc4ccccc4C3)ccc21 | -4%
CCN1CCN(CCCNC(=O)c2ccc3c(c2)NC(=O)c2ccccc2S3)CC1 | 9%
CSCCC(C(=O)Nc1ccc2c(c1)OCO2)N1C(=O)c2ccccc2C1=O (centres undefined) | -6%
Clc1ccccc1OCc1nn2c(-c3ccncc3)nnc2s1 | -2%
Cc1cc(NC(=O)c2cc(CC(C)C)on2)no1 | 12%
C/C(N)=C(/C#N)C(=O)COC(=O)C1Cc2ccccc2CN1S(C)(=O)=O (centres undefined) | -3%
O=C(O)CNS(=O)(=O)c1cc(Cl)c(Cl)cc1Cl | -5%
CC(C)N=C(NC#N)SCC(=O)NC(C)(C)C | 1%
O=C1C=C(NCCN2CCOCC2)CC(c2ccccc2)C1 (centres undefined) | -2%
COc1cccc(C(=O)N2CCN(Cc3ccccc3C(F)(F)F)CC2)c1 | -4%
Cc1cccc(C)c1NC(=O)CSc1nnc(-c2ccncc2)n1Cc1ccco1 | -3%
CC1C(=O)CCC1(C(=O)O)c1ccccc1 (centres undefined) | -3%
CCOC(=O)c1c(C)[nH]c(C(=O)CN2C(=O)NC(C)(c3ccc(C)cc3)C2=O)c1C (centres undefined) | -1%
O=C(c1cc2c(s1)CCCC2)n1cccn1 | -17%

# (further entries)
SMILES | AmpC inh det
CCOC(=O)C1=C(CNCc2ccc(C)cc2)NC(=O)NC1c1ccc(OC)cc1 (centres undefined) | -4%
CCCCSc1nnc(CCC)n1N | -4%
O=C(CSc1nnc(-c2cccs2)n1-c1ccccc1)NCc1ccco1 | -3%
CCC(=O)c1ccccc1OCCCN1C(=O)NC(C)(C)C1=O | -6%
Cc1ccccc1CN1CCN(CC(=O)NCc2ccco2)C1=O | -5%
Cc1cc(NCCCN2CCOCC2)n2nc(C)c(-c3ccccc3)c2n1 | -4%
COC(=O)c1ccccc1NC(=O)NCC1CCCO1 (centres undefined) | -4%
Cc1ncc(CSc2nnnn2-c2ccccc2)c(N)n1 | -1%
O=C(c1ccccc1)N1CCCCC(S(=O)(=O)c2ccccc2)C1=O (centres undefined) | -3%
O=C(NCc1ccccc1)N[C@@H](Cc1c[nH]c2ccccc12)C(=O)O | -2%
CCOCCn1c(CN(Cc2ccccc2)Cc2ccccc2)nc2c1c(=O)[nH]c(=O)n2C | -4%
C[C@@H](C(=O)Nc1ccc2ccccc2c1)[C@H]1C[C@]1(C)[C@H](NS(=O)(=O)c1ccc(-c2ccccc2)cc1)c1ccccc1 | -2%
Cc1nc2ccccc2n1CC(O)Cn1c(C(F)(F)F)nc2ccccc21 (centres undefined) | 2%
CCOc1ccccc1CNC(=O)C1CCN(c2nc3ccccc3o2)CC1 | -4%
C[C@@H]1C=C[C@](Cc2ccccc2)(C(=O)NCCN2CCOCC2)N1C(=O)c1ccccc1 | 15%

# Fetched by structure from the list above, 2 records:
SMILES | AmpC inh det
CCN(CC)S(=O)(=O)c1cccc(-c2nnc(C(=O)c3ccc(C(F)(F)F)cc3)o2)c1 | 0%
Cn1c(=S)n(/N=C/c2ccc3c(c2)OCO3)c2ccccc21 | 2%

# Carrying on:
SMILES | AmpC inh det
CCO/C=C/C(O)(CNC(=O)COc1ccccc1F)C(F)(F)F (centres undefined) | -2%
O=C(c1n[nH]c(=O)c2ccccc12)N1CCN(c2ccccc2)CC1 | -6%
O=C(CSCc1ccco1)c1cccs1 | -5%
COc1cccc(Nc2ncc(C(=O)O)c3ccccc23)c1 | 6%
CN1CCN(CCCC(=O)c2ccc(F)cc2)CC1 | 1%
CCCCN(C)CCNC(=O)Cn1ncc2c(=O)oc3ccc(C)cc3c21 | 5%
O=C(Nc1cccc(F)c1)C1CC(=O)N(c2ccc(Br)cc2)C1 (centres undefined) | -7%
CCC(=O)n1nc(-c2ccco2)nc1N | -1%
COC(=O)c1cc2ccsc2n1CC(=O)Nc1cc(Cl)ccc1OC | 2%
Cn1c2ccccc2c2c(C(=O)N3CCN(c4ccccc4)CC3)cn(C3CCCC3)c(=O)c21 | -2%
C[C@]1(C2CCCC2)Cc2cc(OCC(=O)O)c(Cl)c(Cl)c2C1=O | -2%
CN=C1SC(CC(=O)NCCc2ccc(OC)c(OC)c2)C(=O)N1C (centres undefined) | -1%
COC(=O)C(F)(Sc1c(C)n(C)n(-c2ccccc2)c1=O)C(F)(F)F (centres undefined) | -4%
CCOc1ccc(Nc2cc(C)nc(N3CCOCC3)n2)cc1 | 14%
Cc1cc(C)c2c(c1)OC(O)(C(F)F)CC2=O (centres undefined) | -3%

# Compound activity (PubChem BioAssay)

# Only part of the results is shown, so the mix of outcomes need not match the whole.
